High-throughput results deposited in PubChem by The Scripps Research Institute Molecular Screening Center.
TCR CD3 inh = inhibitors of human TCR-CD3 interaction; TAMRA-labeled TCR probe fluorescence, biochemical; inhibition, % at 9.4 µM; 360,000 tested, 0.37% active; in the data active means inhibition above about 19%;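 further: recombinant mutant TCR 2C K166C tagged with TAMRA read by polarization; 0% = receptor in buffer alone and 100% = receptor with positive control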
Tn7 DDE FP = DD(E)-Tn7 binding inhibition, primary FP screen; 370,000 tested, 0.13% active; inhibition, % at 8.3 µM; FP displacement of FITC-Tn7 peptide from fibrin DD(E); 0% = median of compound wells per plate; AID 720508;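 active means inhibition above the mean of compounds falling within the control limits plus 3 SD of them, cut at about 14% in these data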;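 further: 0% = plate median of compound wells and 100% = 10 µM Aha-Tn7 peptide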
Target sequence (P02675 whole entry, looked up): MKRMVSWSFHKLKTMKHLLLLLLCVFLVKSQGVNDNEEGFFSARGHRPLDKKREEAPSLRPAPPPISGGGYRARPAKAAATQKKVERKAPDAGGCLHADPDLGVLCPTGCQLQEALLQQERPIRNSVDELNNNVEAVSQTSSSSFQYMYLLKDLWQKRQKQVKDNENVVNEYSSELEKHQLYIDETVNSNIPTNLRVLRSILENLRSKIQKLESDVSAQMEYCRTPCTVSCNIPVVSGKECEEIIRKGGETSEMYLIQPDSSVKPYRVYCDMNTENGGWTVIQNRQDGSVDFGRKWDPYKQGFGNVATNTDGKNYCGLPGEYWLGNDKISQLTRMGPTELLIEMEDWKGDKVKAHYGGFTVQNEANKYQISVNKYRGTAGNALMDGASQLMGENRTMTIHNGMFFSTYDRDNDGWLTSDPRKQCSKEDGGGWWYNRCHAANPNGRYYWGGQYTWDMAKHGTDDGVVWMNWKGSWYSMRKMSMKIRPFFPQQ
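Test system: human clot-derived fibrin DD(E) complex / Quantity: 2 µM final DD(E) protein / Incubation: 10 min plus 3 h, room temperature / Measured by: fluorescence polarization / Benchmarks: high control of 10 µM Aha-Tn7 peptide / Replicates: singlicate testing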
proKLK7 act = proKLK7 (human) activation, primary screen. activation, % at 7 µM. AID 652039. 370,000 tested, 0.9% active. purified proKLK7, EDANS-DABCYL substrate fluorescence; 100% is mature enzyme control, 0% vehicle;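 active means activation above the mean of all tested compounds plus 3 SD, computed per campaign excluding outliers beyond control limits, cut at about 13% in these data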
TDP2 inh = TDP2 (human) inhibition, absorbance primary screen | recombinant TDP2, T5PNP hydrolysis, p-nitrophenol absorbance 415 nm | AID 720702 | inhibition, % at 12.8 µM | 370,000 tested, 0.34% active;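 active means inhibition above the mean of all tested compounds plus 3 SD, set per campaign, cut at about 25% in these data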;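 further: 0% = DMSO with enzyme and 100% = buffer with substrate but no TDP2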
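System: recombinant human TDP2 / Amount: 120 nM TDP2 per well / Also added: 5 mM T5PNP chromogenic substrate / Doses: 12.8 µM single point, 1% DMSO / Incubation: 2 h at 37 °C / Detection: p-Nitrophenol epi absorbance / Evaluation: % inhibition relative to enzyme-containing and enzyme-free wells / Repeats: singlicate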
SIAE primary = inhibitors of human sialic acid acetylesterase SIAE; inhibition, % at 9.66 µM; SIAE FP-Rh probe binding, fluorescence polarization; 370,000 tested, 0.69% active; Q9HAT2; AID 1053197;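 active means inhibition above a cutoff: mean of compounds within the control limits plus 3 SD of those, cut at about 17% in these data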;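 further: 0% = plate median of compound wells and 100% = probe without SIAE protein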
LEDGF integ inh = blocks HIV-1 LEDGF/p75-dependent DNA integration; TR-FRET IN-LEDGF/p75 DNA integration, Eu/Cy5; inhibition, % at 3.7 µM; 370,000 tested, 0.64% active; AID 743269;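 active means inhibition above the screen-wide mean plus 3 SD, cut at about 13% in these data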;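 further: signal is the Cy5 over europium emission ratio at 671 and 618 nm; 0% = plate median of compound wells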
PRMT1 FP inh = blocks human protein arginine methyltransferase 1; inhibition, % at 2.79 µM; recombinant PRMT1, activity-based probe fluorescence polarization; 370,000 tested, 1.3% active; Q99873; AID 652257;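 active means inhibition above about 21% made by adding two undisclosed values, limit read from the data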
MBD2 inh = blocks human MBD2 binding to methylated DNA; TR-FRET, MBD2 binding to methylated oligonucleotide; inhibition, % at 4.4 µM; 370,000 tested, 0.31% active; AID 686964; in the data active means inhibition above about 13%
Target sequence (Q9UBB5 whole entry, looked up): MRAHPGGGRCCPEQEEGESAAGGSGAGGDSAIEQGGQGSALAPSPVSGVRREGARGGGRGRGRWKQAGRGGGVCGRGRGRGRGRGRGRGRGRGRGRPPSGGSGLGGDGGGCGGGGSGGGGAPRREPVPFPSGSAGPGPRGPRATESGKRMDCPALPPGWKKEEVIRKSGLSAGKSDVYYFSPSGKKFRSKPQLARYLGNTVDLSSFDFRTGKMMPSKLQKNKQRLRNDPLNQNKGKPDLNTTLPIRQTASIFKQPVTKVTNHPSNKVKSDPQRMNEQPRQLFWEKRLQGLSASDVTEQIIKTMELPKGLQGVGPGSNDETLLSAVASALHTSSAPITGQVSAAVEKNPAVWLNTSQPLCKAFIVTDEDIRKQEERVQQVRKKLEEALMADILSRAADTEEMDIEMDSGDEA
UHRF1 MBD2 ctr = blocks human UHRF1 binding to methylated DNA; Q96T88; UHRF1 binding to methylated oligo, TR-FRET; inhibition, % at 4.4 µM; 370,000 tested, 0.75% active; in the data active means inhibition above about 21%;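 further: UHRF1 SRA domain binding a hemimethylated CpG hairpin DNA probe; 0% = median of test compound wells and 100% = reference inhibitor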
DDE Tn6 FP inh = inhibitors of Tn6 peptide binding to human fibrin DD(E); 370,000 tested, 0.21% active; inhibition, % at 8.3 µM; Fibrin DD(E) TRITC-Tn6 fluorescence polarization displacement; AID 720509;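 active means inhibition above a per-campaign cutoff: mean of compounds within control limits plus 3 SD, cut at about 15% in these data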;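 further: 0% = median of all compound wells on the plate and 100% = blocking peptide control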
* hit, by the source's call; x = no result given. This is a subset, so the mix of outcomes need not match the whole.

SMILES	LEDGF integ inh	Tn7 DDE FP	TDP2 inh	UHRF1 MBD2 ctr	TCR CD3 inh	PRMT1 FP inh	SIAE primary	MBD2 inh	proKLK7 act	DDE Tn6 FP inh
CCOC(=O)C(O)(c1ccc(NC(=O)NC)cc1)C(F)(F)F (centres undefined)	2	-3	16	14	3	0	3	7	-0.7	2
O=C(COc1ccccc1Cl)N1CCCC(N2CCN(c3ccc(F)cc3)CC2)C1 (centres undefined)	2	5	15	-1	-1	-3	1	-4	0.3	-3
O=C(/C=C/c1ccc2c(c1)OCO2)c1c(O)n(CCC2=CCCCC2)c(=O)[nH]c1=O	8	-4	2	-1	4	0	6	-2	-0.3	7
CCCCNC(=O)Nc1ccc(C(O)(C(=O)OC)C(F)(F)F)cc1 (centres undefined)	-5	4	2	-2	2	-1	2	-1	0.1	1
CCOC(=O)c1ccc2c(c1)n(Cc1ccccc1)c(C)[n+]2CC	-1	4	-1	4	-2	5	-1	2	0.0	6
CC(C)(C)C(=O)OC[N+](C)(C)CCOC(=O)C(O)(c1ccccc1)C1CCCC1 (centres undefined)	3	6	2	-2	7	0	0	1	-0.1	2
CO[C@H]([C@H](C)/C=C/N(C)C=O)[C@@H](C)C(=O)CC[C@H](C)[C@H](O)[C@H](C)[C@H]1OC(=O)/C=C/C(C)=C/[C@H](O)[C@H](OC)C[C@@H]2C=CC[C@@H](C[C@H](OC)[C@@]3(CO3)[C@@H](OC)C[C@@H](OC)[C@@H]1C)O2	0	-4	6	-3	x	1	10	4	x	1
O=c1c2ccccc2ncn1-c1ccc([N+](=O)[O-])c(C(F)(F)F)c1	-1	1	5	-3	2	-3	2	-2	0.4	2
CN1C(=O)C(=Cc2ccc(N3CCOCC3)o2)C(=O)N(C)C1=O	6	-28	1	-48	4	-51	-2	-30	-0.2	-5
CCOc1cc(C2C(C#N)=C(N)Oc3c2c(=O)oc2ccccc32)ccc1OC(=O)c1cccs1 (centres undefined)	0	-5	7	0	0	5	-56	8	0.8	-3
CCOC(=O)C1C(=O)N(C)C2(C)CC1c1ccccc1O2 (centres undefined)	0	1	4	2	-6	3	4	-4	0.1	-5
CC(=NC1CCN(Cc2ccccc2)CC1)c1c(O)n(C)c(=O)n(C)c1=O	-1	8	1	0	2	6	-9	10	0.1	-7
Cc1ccc2c(c1)C1CN(C)CCC1N2C(=O)c1cccnc1Cl (centres undefined)	2	6	3	-7	-10	0	2	2	-1.2	4
NC(Cc1nc2ccccc2[nH]1)c1ccc(Cl)cc1 (centres undefined)	-1	-4	10	-4	-3	2	-10	0	-0.2	-3
COc1cc(CNCCc2ccc3c(c2)OCO3)ccc1O	-2	-1	3	-1	4	-1	3	1	0.3	4
O=C1c2ccccc2C(=O)N1Cc1nc2ccccc2c(=O)n1-c1ccc(Br)cn1	1	-4	8	3	-1	2	-7	2	-0.3	1
CCOC(=O)c1ccc(NC(=O)N2C[C@@H]3C[C@@H](C2)c2cccc(=O)n2C3)cc1	-3	0	-6	3	-4	2	-3	-1	0.1	-3
Cn1cccc1CN1CCN(C(=O)COc2ccccc2)CC1	5	2	17	7	1	12	-1	10	-0.7	-2
CCOP(=O)(Cc1cc(C(=O)CC)c(C)o1)OCC	-4	-1	6	2	-3	7	3	0	-0.2	1
CCOC(=O)C(O)(c1ccc(NC(=S)NC(=O)c2ccc(Cl)cc2Cl)cc1)C(F)(F)F (centres undefined)	-4	-11	-5	-1	3	-3	-18	-2	0.2	1
Cc1c(C(=O)C(=O)N2CCC3(CC2)OCCO3)c2ccccc2n1C	-2	4	-17	1	-1	-1	4	-3	-0.2	7
CN1CCN(C(=O)COc2ccc(C(C)(C)C)cc2Br)CC1	2	1	-2	2	7	-4	7	1	-0.2	3
O=C1/C(=C/c2cccnc2)N2CCC1CC2	-3	-3	3	1	-10	5	-1	0	0.1	-5
CCCC[N+]12CCC(CC1)C(Cc1ccccc1)C2 (centres undefined)	0	2	5	3	-5	4	-2	4	0.2	3
CCC1(c2ccccc2)C(=O)NC(=O)NC1=O	-1	-2	-10	-2	0	0	10	3	0.0	2
O=C(Cc1ccccc1)Oc1ccc(N2C(=O)CCC2=O)cc1	0	3	4	0	-6	0	0	0	0.1	11
CCOc1ccc(N2C(=O)NC(=O)/C(=C/c3cnc(SC)nc3)C2=O)cc1	-5	-1	0	5	-2	11	-3	2	-0.7	-4
CN1CCN(c2ccc3nccnc3c2)CC1	1	-6	-1	2	-2	2	0	0	7.9	-5
COc1cc2c(ccc3c4cc(OC)c(OC)cc4c[n+](C)c23)cc1O	1	-4	-1	24*	-10	6	12	88*	0.9	-6
CCN(C(=O)CN1CC=C(c2ccccc2)CC1)c1c(N)n(Cc2ccccc2)c(=O)[nH]c1=O	1	-3	3	1	5	0	0	-5	-1.0	7
Cc1ccccc1-n1c(O)c(C=Nc2ccc(N(C)C)cc2)c(=O)[nH]c1=O	19*	1	8	2	15	21*	6	-4	0.2	2
Fc1ccc(Cn2nnnc2C(c2ccc(Cl)cc2)N2CC=C(c3ccc(F)cc3)CC2)cc1 (centres undefined)	-2	-2	5	1	-6	-1	-13	5	0.5	-5
COC(=O)C1=C(c2ccc(F)cc2F)C[C@@H]2CC[C@H]1N2C(=O)NCc1ccco1	1	6	4	0	-3	2	6	-7	0.5	-5
Cc1ccc(CC(=O)N2CCN(Cc3ccccc3)CC2)cc1	2	3	-5	1	6	0	1	-3	0.3	-9
CCC(COC(=O)NC)NC(=O)Oc1ccccc1 (centres undefined)	-3	-2	8	-1	1	0	-4	3	0.3	-2
Cc1ccsc1C(=O)C1CCCN(Cc2cc(C(C)C)n[nH]2)C1 (centres undefined)	4	-8	-9	3	2	-2	-4	2	-0.8	4
Cn1c(NN=O)nc2ccccc21	3	1	14	-5	2	2	-1	-6	0.1	-3
COc1ccc(C(=O)C2CN(C)CC2C(=O)c2ccc(OC)cc2)cc1 (centres undefined)	-1	2	-1	3	2	0	-1	1	0.2	5
C[C@]12CCC3=C4CCC(=O)C=C4CC[C@H]3C1CC[C@@H]2O (some centres undefined)	2	-7	3	0	4	-2	-8	4	0.8	-1
CCCCn1c(=O)c(C(=O)Nc2ccccc2)c(O)c2ccccc21	-2	5	-1	0	-10	1	0	0	-0.7	0

Copied from the results shown for reference:
SMILES	LEDGF integ inh	Tn7 DDE FP	TDP2 inh	UHRF1 MBD2 ctr	TCR CD3 inh	PRMT1 FP inh	SIAE primary	MBD2 inh	proKLK7 act	DDE Tn6 FP inh
COc1ccc(C(=O)C2CN(C)CC2C(=O)c2ccc(OC)cc2)cc1 (centres undefined)	-1	2	-1	3	2	0	-1	1	0.2	5
C[C@]12CCC3=C4CCC(=O)C=C4CC[C@H]3C1CC[C@@H]2O (some centres undefined)	2	-7	3	0	4	-2	-8	4	0.8	-1
CCCCn1c(=O)c(C(=O)Nc2ccccc2)c(O)c2ccccc21	-2	5	-1	0	-10	1	0	0	-0.7	0

Remaining list, next part.
SMILES	LEDGF integ inh	Tn7 DDE FP	TDP2 inh	UHRF1 MBD2 ctr	TCR CD3 inh	PRMT1 FP inh	SIAE primary	MBD2 inh	proKLK7 act	DDE Tn6 FP inh
Cc1ccc2nc(-c3ccc(CN4CCC(n5nnc6ccccc65)CC4)cc3)c(-c3ccccc3)nc2c1	5	4	-4	-4	4	-3	-8	2	-14	-10
COC(=O)C1=C(c2cc3ccccc3s2)C[C@@H]2CC[C@H]1N2C(=O)NCc1ccc(F)cc1	0	5	1	0	0	-1	1	3	1.0	-5
O=C1CN=C(c2cccs2)c2c(sc3c2CCCC3)N1	1	-2	-7	8	-2	2	-5	-1	-0.2	-2
Cn1c(O)c(C=NC2CC3CCC2(C)C3(C)C)c(=O)[nH]c1=O (centres undefined)	-4	3	-6	6	-3	2	2	4	-0.1	-7
C[C@]12CCC3C(CC[C@H]4C[C@H](O)[C@H](O)C[C@]34C)C1CC[C@@H]2O (some centres undefined)	2	-8	-14	1	-4	-5	1	-8	0.0	-6
CCC1=Nc2cc(C(=O)N3CCC4(CC3)OCCO4)ccc2Sc2ccccc21	-4	-3	-8	4	-5	0	-6	2	0.3	0
CCC(=O)N1CCN(CCN=Cc2c(O)n(C)c(=O)n(C)c2=O)CC1	-3	3	3	-4	1	7	6	-9	-0.6	3
CN(C)C(=O)Oc1cccc2c(OC(=O)N(C)C)cccc12	2	-4	2	2	-5	1	7	1	-0.9	7
CCCCNC(=O)c1c(N)n(Cc2ccc3c(c2)OCO3)c2nc3ccccc3nc12	0	5	19	-3	-2	-3	-2	-3	-0.6	2
CC(C)N1C(=O)/C(=C/C=C/c2ccco2)C(=O)N(Cc2ccco2)C1=O	69*	1	2	50*	-43	29*	-17	19*	0.9	8
O=C(NCCN1CCC2(CC1)C(=O)NCN2c1ccccc1)c1cccc(F)c1	-5	0	0	-2	10	0	1	-2	0.3	2
Cc1nc2ccccc2c(=O)n1-n1cnnc1	-1	7	-12	0	3	-2	-1	-2	0.1	2
O=C(N/N=C/c1c(O)n(Cc2ccco2)c(=O)[nH]c1=O)c1ccccc1O	13	2	10	12	41*	9	2	3	-0.6	3
CC(C)CC12CN3CCN(CC(C3)C1O)C2 (centres undefined)	1	-1	-4	2	-4	1	5	-4	-0.3	1
